# Yp Topo-I inh: inhibitors of Yersinia pestis topoisomerase I; Y. pestis Topo-I cleavage product accumulation, plate reader; actives 0.064% (n = 360,000); AID 504884; activity, % at 10 µM; in the data active means activity above about 50%, passing the limit was not always enough; further: inactives centre near 2
# GDH-TPI inh: inhibits GDH-TPI coupling enzymes, artifact for Mtb FBA screen; AID 588335; actives 1.2% (n = 360,000); inhibition, % at 4.8 µM; GDH-TPI coupled enzyme counterscreen, NADH absorbance; in the data active means inhibition above about 30%;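 further: 0% = DMSO wells and 100% = wells lacking the enzyme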
# FBA Mtb inh: inhibits M. tuberculosis FBA enzyme; actives 2.3% (n = 360,000); inhibition, % at 1 µM; purified M. tuberculosis FBA, fluorescence read-out; in the data active means inhibition above about 27%;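 further: 0% = vehicle and 100% = reference inhibitor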
# Target sequence (P9WQA3 whole entry, looked up): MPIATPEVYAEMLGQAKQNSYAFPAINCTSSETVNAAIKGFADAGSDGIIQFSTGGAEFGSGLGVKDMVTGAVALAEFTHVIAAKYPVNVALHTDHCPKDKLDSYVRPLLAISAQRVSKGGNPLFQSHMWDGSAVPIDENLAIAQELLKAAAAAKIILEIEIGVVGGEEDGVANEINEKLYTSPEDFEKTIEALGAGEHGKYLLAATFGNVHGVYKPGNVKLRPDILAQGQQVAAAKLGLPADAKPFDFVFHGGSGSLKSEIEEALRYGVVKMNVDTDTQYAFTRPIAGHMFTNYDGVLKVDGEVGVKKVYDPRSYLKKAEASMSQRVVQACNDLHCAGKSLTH
# Mtb UGM inh: inhibitors of M. tuberculosis UDP-galactopyranose mutase | AID 504406 | purified UGM, fluorescence polarization probe displacement | P9WIQ1 | actives 0.06% (n = 320,000) | inhibition, % at 10 µM; in the data active means inhibition above about 10%, passing the limit was not always enough
# Target sequence (P9WIQ1 whole entry, looked up): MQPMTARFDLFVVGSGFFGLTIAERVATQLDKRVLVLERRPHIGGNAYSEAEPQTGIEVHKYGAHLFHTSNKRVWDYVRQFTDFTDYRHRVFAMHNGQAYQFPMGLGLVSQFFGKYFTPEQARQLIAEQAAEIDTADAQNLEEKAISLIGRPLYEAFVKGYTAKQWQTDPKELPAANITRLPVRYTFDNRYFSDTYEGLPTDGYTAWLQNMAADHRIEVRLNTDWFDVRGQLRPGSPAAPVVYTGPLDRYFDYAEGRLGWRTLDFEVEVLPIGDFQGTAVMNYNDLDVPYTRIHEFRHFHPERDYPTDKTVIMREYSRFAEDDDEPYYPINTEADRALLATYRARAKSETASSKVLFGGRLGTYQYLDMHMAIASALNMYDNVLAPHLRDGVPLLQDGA
# Vc quorum ag: quorum light induction in luxS cqsA deficient V. cholerae; AID 588436; actives 0.16% (n = 350,000); V. cholerae BH1578 lux reporter, luminescence, 6 h; activation, % at 18.7 µM; in the data active means activation mostly above about 9.7%, no sharp cut-off; further: not every result past the cut was called active; inactives centre near 0; reference of the scale not given here
# TcdB inh: blocks C. difficile toxin B glycohydrolase activity; P18177; TcdB glycohydrolase enzymatic assay, plate reader; inhibition, % at 9.99 µM; actives 0.24% (n = 350,000); AID 652162; in the data active means inhibition above about 10%
# FadD28 binding: blocks FadD28 binding to the bisubstrate probe | fluorescence polarization | inhibition, % at 12.5 µM | actives 0.22% (n = 360,000) | AID 588549; in the data active means inhibition above about 8.5%, passing the limit was not always enough
# BioA inh: BioA (M. tuberculosis) enzyme inhibition; purified M. tuberculosis BioA enzyme, plate reader; inhibition, % at 9.99 µM; actives 0.096% (n = 360,000); AID 602481; in the data active means inhibition above about 40%
# PfHsp40 rescue: restores yeast growth despite PfHsp40 toxicity | S. cerevisiae expressing PfHsp40, growth rescue, ATP luminescence | growth rescue, % at 12.5 µM | actives 0.68% (n = 340,000) | AID 504582; in the data active means growth rescue above about 28%, passing the limit was not always enough;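 further: yeast W303a lacking pdr1 and pdr3 grown in galactose medium; growth measured after three days at 30 °C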
# An asterisk follows results filed as active; i = inactive; / = not tested or not shown; & = joins results of further samples. Rows were taken by chance, and some 4.6% of all compounds hit somewhere here.
SMILES,Yp Topo-I inh,GDH-TPI inh,FBA Mtb inh,Mtb UGM inh,Vc quorum ag,TcdB inh,FadD28 binding,BioA inh,PfHsp40 rescue
N#C/C(=C\c1ccc(OCCN2CCOCC2)cc1)C(=O)Nc1ccccc1F,8,19,0,1.1,i,0.2,-0.2,-4.5,-1.0
CCCNC(=S)Nc1ccc2nc(-c3ccccn3)c(-c3ccccn3)nc2c1,7,12,7,-0.2,i,/,-4.3,1.3,-0.4
O=C(c1ccccn1)c1conc1C(=O)c1ccc(Br)cc1,16,-2,-3,-0.5,/,/,-4.7,1.3,11
O=C1CCCN1c1cc(Cl)ccc1Cl,-8,-8,1,2.7,-0.3,/,-2.5,-1.5,0.9
S=C(Nc1ccccc1Cl)N(CCCN1CCOCC1)Cc1ccco1,-5,-1,2,1.7,-0.6,/,-4.2,7.2,-1.7
Cc1cc2c(cc1C)N(Cc1ccc(Cl)cc1)C1=NCCCN12,9,5,-1,-0.5,-0.9,1.1,-2.1,/,0.0
O=C(NCc1ccccc1)c1cc(S(=O)(=O)N2CCC3(CC2)OCCO3)ccc1F,-8,-7,-1,1.0,-0.6,/,-3.2,0.7,0.4
CC(OC(=O)c1ccccc1C(=O)N(C)c1ccccc1)C(=O)Nc1ccc(C(N)=O)cc1 (stereo unspecified),-8,0,-2,-0.7,i,-1.9,-4.2,3.5,-0.6
Cc1cc(C(=O)COc2ccccc2[N+](=O)[O-])c(C)n1-c1cccc(S(=O)(=O)N2CCOCC2)c1,21,4,0,0.2,-0.4,/,-0.7,/,0.7
C[C@H](CO)N1C[C@H](C)[C@@H](CN(C)S(C)(=O)=O)Oc2ccc(NC(=O)C3CC3)cc2C1=O,-17,14,5,2.9,i,1.2&0.4,0.0,-0.1&-3.7,0.9
CCCCOc1cccc(C2/C(=C(\O)c3ccc4c(c3)OCCO4)C(=O)C(=O)N2CCN2CCOCC2)c1 (stereo unspecified),0,9,-2,1.3,-0.4,-0.1,-1.2,0.0,-0.1
CCOC(=O)C1C(=O)CC(O)(c2ccccc2)CC1c1ccccc1 (stereo unspecified),1,-3,-1,-0.1,3.4,/,-4.2,-0.5,0.9
Cc1ccc2[nH]c(=O)c(-c3noc(C(C)C)n3)cc2c1,-1,10,21,0.3,-0.2,-1.9,1.2,-0.2,0.6
O=C1N[C@@H](Cc2ccccc2)C(=O)N2[C@H]1C[C@]1(Br)c3ccccc3N(S(=O)(=O)c3ccccc3)[C@H]21,16,5,2,0.6,0.1,0.3,-1.0,-0.7,-0.2
NC(N)=NS(=O)(=O)c1ccc(N/C=C/C(=O)c2ccc(Cl)c(Cl)c2)cc1,11,-3,-1,0.3,i,0.9,-2.1,-1.1,0.6
COc1ccc(-c2cnc3c(-c4ccc(F)cc4)cnn3c2N)cc1,-5,11,5,-2.3,i,0.1,1.4,-2.3,-1.3
Oc1ccc(C[C@H]2CNCCN2CCc2cc(C(F)(F)F)cc(C(F)(F)F)c2)cc1,-20,-1,1,-2.4,-2.1,-1.9,-5.6,1.9,-0.7
O=C1CCCC2=C1C(c1cccs1)n1ncnc1N2 (stereo unspecified),-1,11,2,-2.9,-1.7,/,0.8,/,-1.1
COc1ccc(-c2[nH]nc3c2C(c2ccncc2)C(C#N)=C(N)O3)cc1 (stereo unspecified),1,14,-2,-0.9,-0.3,/,-3.9,-1.0,0.1
COc1ccc(C(c2sc3ncnn3c2O)N2CCN(c3ccccc3F)CC2)cc1OC (stereo unspecified),26,6,0,2.5,-0.1,1.4,-3.2,5.9,0.5
Cc1cc(NC(=O)Cn2ccc([N+](=O)[O-])n2)no1,1,1,-1,-1.6,i,1.2,-0.2,/,0.6
CC1C(=O)N(Cc2cn(CC3CCCCC3)nn2)CCS(=O)(=O)N1Cc1ccc(-c2ccncc2)cc1 (stereo unspecified),28,-3,0,/,-0.4,1.1,-4.1,-0.1,/
CCOC(=O)c1ccc(NC(=O)N2CCc3ccccc3C2)cc1,23,2,6,0.1,-3.4,0.2,-2.1,8.1,3.3
O=C(O)c1ccc(OS(=O)(=O)c2ccc(Cl)s2)cc1,9,-2,-2,/,-0.9,0.2,-4.8,-1.0,-1.7
O=C(Nc1ccccc1)N1CCN2C(=O)c3ccccc3C12c1ccccc1 (stereo unspecified),3,6,-1,-0.7,-0.8,/,-1.6,-1.8,0.4
O=C(CN1CCN(c2cccc(C(F)(F)F)c2)CC1)Nc1cccc(C(F)(F)F)c1,-3,6,-5,0.1,i,/,-2.1,-1.6,-1.2
Cc1ccc(S(=O)(=O)c2ccc(C)cc2)cc1,0,1,-3,-0.4,7.1,0.7,-0.1,-12,-0.8
Cc1cccc(NC(=O)CSc2nnc([C@@H](N)Cc3c[nH]c4ccccc34)o2)c1C,2,-3,-3,0.3,-6.2,/,-2.9,-1.8,1.8
C=CCc1cc(Cl)ccc1OCCCNC(C)CC (stereo unspecified),9,-4,7,-3.6,-3.3,/,1.0,1.8,-2.6
Nn1c(Cc2ccccc2)n[nH]c1=S,-3,-1,2,0.8,-0.3,2.6,-2.2,/,-0.5
Cc1csc(NC(=O)c2cnccn2)n1,-1,7,-5,2.0,-0.4,/,-2.2,1.3,-1.3
COc1ccc(NC(=O)CCCCCN2C(=O)c3ccccc3C2=O)c(OC)c1,16,1,1,3.7,-2.3,-0.5,-3.8,-1.8,-0.8
COc1cc(NC(=O)COC(=O)CC(C)(C)C)c(C)cc1[N+](=O)[O-],-8,-4,-6,1.4,-0.3,1.5,-4.1,/,0.6
CNC(=O)c1[nH]cnc1C(=O)Nc1ccc(Cl)cc1,-1,5,-3,2.8,i,0.2,-2.6,-0.3,0.2
N#CSCC(=O)c1cccc2ccccc12,-1,5,1,-1.6,-0.4,-0.3,-1.4,0.6,146*
CC(C)NC(=O)c1ccc(CSCc2ccccc2Cl)o1,-4,2,1,4.7,-0.5,0.4,0.4,2.0,-3.4
O=C(Cc1cccc(NC(=O)C2CCN(C(=O)CCc3ccccc3)CC2)c1)Nc1cccc(C(=O)N2CCCCC2)c1,-7,7,2,/,i,0.1,-2.0,-1.5,0.9
CCn1c(CSc2nc3ccccc3s2)nc2ccccc21,5,2,11,-3.7,i,/,-5.2,1.3,7.9
CCOC(=O)c1nn(-c2ccccc2C)c(=O)c2c(N)scc12,-6,2,-4,-0.7,i,0.2,-2.0,/,-0.4
Cc1ccccc1NC(=O)CSCC(=O)Nc1ccccc1C,4,-5,1,0.5,i,-0.1,0.3,-0.5,-0.5
O=S(=O)(N/N=C\c1ccc2c(c1)OCO2)c1ccccc1,3,8,0,-0.7,i,1.7,-0.5,-0.2,0.7
CC(C)OCCCNC(=O)C1CCC(CNS(=O)(=O)c2ccccc2)CC1 (stereo unspecified),-3,5,-1,/,-0.2,/,-1.4,-1.4,0.1
O=C(CCc1nc(-c2ccccc2F)no1)NC1CCCCC1,7,0,1,-0.7,-1.4,/,-0.5,-1.1,0.4
COc1ccc(NS(=O)(=O)Cc2ccccc2)cc1OC,-4,-9,-2,/,-0.2,/,-1.1,-1.0,-1.5
Cn1ccnc1C(=O)c1cc(SCC(=O)NCc2ccccc2)nc2ccccc12,46,7,0,-3.8,-0.5,1.4,-1.0,/,-1.3
CCOc1ccccc1N/C=C/C(=O)C(C)(C)C,5,14,2,-1.1,-0.3,/,-1.2,-0.3,0.9
CC(=O)Nc1cccc(-c2nc3ccccc3s2)c1C,-2,-2,4,1.1,2.5,0.7,-1.0,-0.1,-0.1
O=C(COC(=O)c1ccccc1F)NC(=O)NC1CCCC1,-11,15,3,-2.3,-0.3,0.5,-1.1,-2.7,-1.9
CCCCCCSc1nsc(NC(C)=O)n1,5,4,-2,1.3,/,0.6,1.4,2.0,2.7
CC(C)(C)OC(=O)CC[C@@H](C(=O)N1CCN(C(=O)OC(C)(C)C)CC1)n1cc(C(CO)NC(=O)OC(C)(C)C)nn1 (stereo partly specified),-4,1,1,-1.1,i,0.5,-0.8,-2.8,-0.1
O=C(c1ccc(Cl)cc1Cl)C1(n2cncn2)Oc2ccccc2C1O (stereo unspecified),7,6,0,0.0,i,/,-1.1,/,0.8
O=[N+]([O-])c1ccccc1C=CC=NN=Cc1ccccc1O,2,24,2,/,i,-0.7,-1.7,/,-0.7
CN1CCN(C(=S)C(=O)Nc2ccc(Br)cc2)CC1,2,4,5,-4.7,i,-0.5,-3.6,/,-2.3
C[C@H]1CN=C(N(C)C)N1CC1CCCC1,6,8,-2,3.3,i,0.5,0.4,-2.4,1.4
O=C(Nn1cnnc1)C(Sc1ccccc1)c1ccccc1 (stereo unspecified),-7,0,0,1.3,i,/,-0.2,-2.5,-1.1

# Reformatted with values under each structure: entries from further up
# Values in the order – Yp Topo-I inh, GDH-TPI inh, FBA Mtb inh, Mtb UGM inh, Vc quorum ag, TcdB inh, FadD28 binding, BioA inh, PfHsp40 rescue
CCOc1ccccc1N/C=C/C(=O)C(C)(C)C
    5, 14, 2, -1.1, -0.3, /, -1.2, -0.3, 0.9
O=C(Nn1cnnc1)C(Sc1ccccc1)c1ccccc1 (stereo unspecified)
    -7, 0, 0, 1.3, i, /, -0.2, -2.5, -1.1

# Among those listed so far, these contain a Cl atom:
SMILES,Yp Topo-I inh,GDH-TPI inh,FBA Mtb inh,Mtb UGM inh,Vc quorum ag,TcdB inh,FadD28 binding,BioA inh,PfHsp40 rescue
O=C1CCCN1c1cc(Cl)ccc1Cl,-8,-8,1,2.7,-0.3,/,-2.5,-1.5,0.9
S=C(Nc1ccccc1Cl)N(CCCN1CCOCC1)Cc1ccco1,-5,-1,2,1.7,-0.6,/,-4.2,7.2,-1.7
Cc1cc2c(cc1C)N(Cc1ccc(Cl)cc1)C1=NCCCN12,9,5,-1,-0.5,-0.9,1.1,-2.1,/,0.0
NC(N)=NS(=O)(=O)c1ccc(N/C=C/C(=O)c2ccc(Cl)c(Cl)c2)cc1,11,-3,-1,0.3,i,0.9,-2.1,-1.1,0.6
O=C(O)c1ccc(OS(=O)(=O)c2ccc(Cl)s2)cc1,9,-2,-2,/,-0.9,0.2,-4.8,-1.0,-1.7
C=CCc1cc(Cl)ccc1OCCCNC(C)CC (stereo unspecified),9,-4,7,-3.6,-3.3,/,1.0,1.8,-2.6
CNC(=O)c1[nH]cnc1C(=O)Nc1ccc(Cl)cc1,-1,5,-3,2.8,i,0.2,-2.6,-0.3,0.2
CC(C)NC(=O)c1ccc(CSCc2ccccc2Cl)o1,-4,2,1,4.7,-0.5,0.4,0.4,2.0,-3.4
O=C(c1ccc(Cl)cc1Cl)C1(n2cncn2)Oc2ccccc2C1O (stereo unspecified),7,6,0,0.0,i,/,-1.1,/,0.8
